# SRC1 TRFRET art: TR-FRET detection interference compounds, primary screen, artefact control for PPARgamma SRC-1 recruitment agonists, biochemical, TR-FRET emission ratio; TR-FRET detection artefact counter-screen; active compounds read high; TR-FRET ratio at 8 µM; hit rate 0.34% among 99,000; AID 1051, 2008; in the data active = TR-FRET ratio above about 2300; also: inactives centre near 1800
# SRC3 TRFRET art: TR-FRET detection interference compounds, artefact control for PPARgamma SRC-3 recruitment agonists, biochemical, TR-FRET ratio; TR-FRET artefact counter-screen, PPARgamma/SRC-3 format; active compounds read high; TR-FRET ratio at 8 µM; hit rate 0.39% among 99,000; in the data active = TR-FRET ratio above about 2000; also: inactives centre near 1600
# * marks the source's active call; other numbers are inactive results. Only part of the results is shown (hit frequency here may not be typical).
# Values in the order – SRC1 TRFRET art, SRC3 TRFRET art
Fc1ccc(-c2csc(/C=C/c3ccc4c(c3)OCO4)n2)cc1
  1690, 1443
Nc1c(C(=O)NC2CCCC2)sc2nc(-c3cccs3)ccc12
  1787, 1715
COc1cc2c(cc1N/C=C(\C#N)c1nc(-c3ccccc3)cs1)oc1ccccc12
  1780, 1656
O=C(CSc1nnc(-c2ccc(F)cc2)o1)NC1CCCCC1
  1696, 1677
O=C(CN1C(=O)COc2ccc(S(=O)(=O)N3CCCC3)cc21)NC1CCCCCCC1
  1667, 1614
Cc1ccnc(NS(=O)(=O)c2ccc(N3C(=O)c4c(Cl)c(Cl)c(Cl)c(Cl)c4C3=O)cc2)n1
  1910, 1517
O=C(NCCc1ccccc1)C(=O)c1c(-c2ccccc2)[nH]c2ccccc12
  1930, 1515
O=C(NC(=S)N1CCOCC1)c1cc2ccccc2o1
  1806, 1528
O=C(O)c1ccc(CSc2nnc(COc3ccccc3)o2)cc1
  1803, 1552
O=S(=O)(Cc1ccccc1Cl)NCCc1ccccc1
  1783, 1452
CCN(CC)S(=O)(=O)c1ccc(C(=O)Nc2nnc(COC)o2)cc1
  2141, 1315
O=C(CC1CCCCC1)NCCOc1ccccc1
  1677, 1447
CCN(CC)c1ccc(NC(=S)NC(=O)Cc2ccccc2)cc1
  2084, 1762
CC(=O)C1C(c2ccc(F)cc2)C2C(C)=NN=C2CC1(C)O (stereo not drawn)
  1555, 1520
Nc1ccc2c(c1)OC1(CCCC1)O2
  1877, 1840
COc1ccc(NC(=O)CCN2CCN(S(=O)(=O)c3ccc(OC)cc3)CC2)cc1
  1690, 1701
Cc1cc(NCc2ccccn2)n2c(nc3ccccc32)c1C#N
  1650, 1538
CN(C)c1nc(OCCOC(=O)Nc2ccc(Cl)cc2Cl)nc(N(C)C)n1
  1520, 1573
O=C(NCC(=O)N1CCN(S(=O)(=O)c2cccs2)CC1)c1ccc(Cl)cc1
  1544, 1573
COc1ccccc1N(CC(=O)N/N=C/c1ccc(SC)cc1)S(C)(=O)=O
  1845, 1649
O=C(NCCNCc1cccs1)c1ccccc1F
  1658, 1560
N#C/C(=C\c1c(N2CCCCC2)nc2ccccn2c1=O)C(=O)NC1CCS(=O)(=O)C1 (stereo not drawn)
  1634, 1641
CCCCCCCCCCCCCCCC[n+]1cccc(C(=O)N(CC)CC)c1
  1577, 1631
Cc1ccc(N2C(=O)C3C4CC(=O)C(c5ccccc54)C3C2=O)cc1C (stereo not drawn)
  2176, 1771
CSCC[C@H](NC(=O)C(C)(C)Oc1ccc(Cl)cc1)c1nc2ccccc2[nH]1
  1648, 1527
Cc1ccc2sc(N(CCCN(C)C)C(=O)c3ccc(S(=O)(=O)N(C)C)cc3)nc2c1C
  1698, 1585
O=S(=O)(Nc1ncccn1)c1ccc(-n2cnnn2)cc1
  1520, 1601
Cc1nn(-c2ccccc2)c(Cl)c1/C=N/NC(=O)c1cccnc1
  2120, 1594
CNc1ccccc(C(=O)/C=C/c2ccccc2OC)c1=O
  1602, 1522
COC(=O)c1ccc([N+](=O)[O-])cc1N1C(=O)C2C3CCC(C3)C2C1=O (stereo not drawn)
  1792, 1685
S=C(NC1CCCCC1)N1CCN(C2CCCCC2)CC1
  1756, 1630
Cc1ccc(S(=O)(=O)NCC2CCC(C(=O)NCc3cccnc3)CC2)cc1 (stereo not drawn)
  1627, 1454
CCOC(=O)c1c(NC(=O)COc2ccccc2)sc2c1CC(C)(C)NC2(C)C
  1355, 1293
O=C(COc1ccccc1F)N1CCc2ccccc2C1
  2010, 1456
CCN(CC)C(=O)c1ccc2c(c1)nnn2C
  1850, 1689
O=C(CN1CCN(CCC(=O)Nc2ccccc2F)CC1)Nc1ccc(F)cc1
  1540, 1735
CC(=O)Nc1nnc(CCS(=O)(=O)c2ccc(Cl)cc2)s1
  1738, 1500
Cc1[nH]c2ccccc2c1C(=O)C(=O)NCCC1=CCCCC1
  1803, 1642
COc1ccc(/C=C(/NC(=O)c2cccc([N+](=O)[O-])c2)C(=O)O)cc1OC
  1754, 1506
CC(C1CC1)N(Cc1ccccc1)C(=S)Nc1ccccc1Cl (stereo not drawn)
  1620, 1551
COc1ccccc1C(=O)NCC(=O)N/N=C/c1cn[nH]c1-c1ccccc1
  1984, 1642
COc1ccc(N=N/C(=C\O)C(=O)c2cccs2)cc1
  1711, 1498
CC(CN1CCOCC1)OC(=O)C1COc2ccccc2O1 (stereo not drawn)
  1748, 1593
COc1ccc(NC(=O)CN2CCN(CC(=O)Nc3ccc(OC)c(OC)c3)CC2)cc1
  1848, 1562
Cc1cccc(C(=O)NCC(=O)OCC(=O)N2CCc3ccccc32)c1
  1781, 1786
CCOc1ccc(CN(C)CC(=O)NNC(=O)c2ccc(Cl)cc2)cc1OC
  1761, 1699
CC[n+]1c(/C=C(\C)Nc2ccccc2)sc2ccccc21
  1615, 1490
CCOc1ccc(C(=O)NC(=S)Nc2ccc(N3CCOCC3)c(Cl)c2)cc1[N+](=O)[O-]
  1741, 1521
COc1ccc(CN2C(=O)Cc3c2nc(N)c2c(N)nc(N4CCCCC4)c(C#N)c32)cc1
  1678, 1512
Cn1c(=O)c2c(nc(N3CCN(C(=O)c4ccco4)CC3)n2CCSc2ncccn2)n(C)c1=O
  2026, 1554
CN(C)CCCNC(=O)/C=C/c1ccc2c(c1)OCO2
  1976, 1653
Cc1ccc(-c2nn3c(C)nnc3c3ccccc23)cc1S(=O)(=O)NC(C)(C)CO
  1696, 1486
O=C(NNC(=O)c1cccs1)c1ccco1
  1676, 1355
Cc1cc(=O)oc2cc(OC(C)C)ccc12
  1833, 1718
Cc1ccc(S(=O)(=O)NCc2ccc(C(=O)N3CCCC3)cc2)cc1
  1848, 1567
COC(=O)N/N=C\c1cccc(OC(=O)c2cccs2)c1
  1871, 1608
O=C(COc1ccc2ccccc2c1)Nc1ccncc1
  1963, 1751
COc1ccc(Cl)cc1NC(=O)COC(=O)CCCN1C(=O)c2ccccc2C1=O
  1816, 1754
CCOc1ccc2[nH]cc(S(=O)(=O)c3ccc(C)cc3)c(=O)c2c1
  1964, 1589
Cc1cc[n+](-c2[nH]c(=O)sc2/C=N/NC(=O)c2ccccc2[O-])cc1C
  2000, 1721

# Next results follow:
# Values in the order – SRC1 TRFRET art, SRC3 TRFRET art
Cc1occc1-c1nnc(SCC(=O)NC(C)(C)C)n1CC(C)C
  1642, 1243
O=C(/C=C/c1ccccc1)Nc1ccc(N2CCCCC2)cc1
  1562, 1429
Cc1ccc(S(=O)(=O)NNC(=O)C(=O)NNS(=O)(=O)c2ccc(C)cc2)cc1
  1606, 1394
Cc1nc(NC(=O)CSc2nnc(-c3ccccc3)c(-c3ccccc3)n2)c(Cl)cc1Cl
  1912, 1563
COCc1cc(C)n(CC(=O)N2CCCC2)c(=O)c1C#N
  1820, 1603
C=CCn1c(=NC(=O)c2ccc(S(=O)(=O)N3CCCC3)cc2)sc2cc(NC(C)=O)ccc21
  1922, 1682
O=C(c1ccccc1)c1c[nH]c(C(=O)NNc2cccc(Cl)n2)c1
  1936, 1656
COCCNC(=O)CN(C(=O)Cn1nnc2ccccc21)c1ccc(C)cc1
  1478, 1839
Cc1cc(C)n2nc(SCc3nnc(-c4ccc(F)cc4)o3)nc2n1
  1584, 1591
NC(=O)NOCc1c(Cl)cccc1Cl
  2084, 1701
O=C(NCc1ccc(Cl)cc1)C1CCN(S(=O)(=O)c2ccccc2)CC1
  1757, 1420
N=C1SCC(=O)N1/N=C/c1ccccc1
  1699, 1473
CN(C)C(=O)CCC(=O)N1CCCC(C(=O)c2ccc3c4c(cccc24)CC3)C1 (stereo not drawn)
  1971, 1534
CCOC(=O)C(C)(C)n1nnc(-c2ccc([N+](=O)[O-])cc2)n1
  1987, 1644
O=C(CSc1ncnc2c1cnn2-c1ccc(F)cc1)NCc1ccc2c(c1)OCO2
  1936, 1613
Cc1nc(N=C(N)N)nc2c(C)cccc12
  1796, 1609
CCC(=O)NC(=S)Nc1ccc(NC(=O)c2ccco2)c(Cl)c1
  1783, 1510
O=C(CN1CCN(Cc2ccccc2Cl)CC1)N=Nc1c(O)[nH]c2ccccc12
  1668, 1649
CCOC(=O)CSc1nc(N)c(C#N)cc1C#N
  1787, 1700
CCC(C)/C(C)=N/NC(=O)c1ccc(CSc2nc3ccccc3s2)cc1 (stereo not drawn)
  1928, 1458
CCCc1nnc(SCC(=O)N2CCOCC2)n1CC1CCCO1 (stereo not drawn)
  1626, 1339
O=C(Nc1ccccc1)c1ccc(NCC2CCCO2)c([N+](=O)[O-])c1 (stereo not drawn)
  1856, 1518
C#CC(CC)(CC)NC(=O)c1c(C)noc1C
  1805, 1463
CCOc1ncccc1C(=O)Nc1ccc(-c2cn3ccsc3n2)cc1
  1757, 1592
CCN1CCN(C(=O)CS(=O)(=O)Cc2nc(-c3ccc(C)cc3)oc2C)CC1
  1715, 1553
Nc1cc(=O)[nH]n1C1CCCCC1
  1612, 1292
Cc1ccnc(NC(c2ccncc2)c2c(C)[nH]c3ccccc23)c1 (stereo not drawn)
  1726, 1648
CCOc1ccc(Br)cc1S(=O)(=O)Nc1cccc(S(=O)(=O)NC2=NCCC2)c1
  1705, 1618
Cn1c(NCc2ccccc2O)nc2ccccc21
  1798, 1575
O=C(NCC1CCCO1)C(c1cccs1)N(Cc1ccccc1Cl)C(=O)c1ccc(-c2ccccc2)[nH]1 (stereo not drawn)
  1580, 1605
COc1ccc(Nc2n[nH]c(N)c2C(N)=O)cc1
  1849, 1871
Cc1ccc(C2NC(c3ccc(C)cc3)C([N+](=O)[O-])C(C)(C)C2[N+](=O)[O-])cc1 (stereo not drawn)
  1524, 1636
CCNc1nc(SC(C)C(=O)OC)nc(N(C)C)n1 (stereo not drawn)
  1965, 1538
COc1cc(C2C(Oc3ccccc3C)C(=O)N2Cc2ccc(F)cc2)cc(OC)c1OC (stereo not drawn)
  1896, 1698
C=CCOc1ccc(/C=N/NC(=O)CN(c2cc(Cl)ccc2OC)S(=O)(=O)c2ccc(C)c([N+](=O)[O-])c2)cc1
  1949, 1614
CC(C)CN(C(=O)CN1CCc2ccccc21)c1c(N)n(CC(C)C)c(=O)[nH]c1=O
  1693, 1609
O=C(N/N=C/c1c(F)c(F)c(F)c(F)c1F)c1cccc(S(=O)(=O)N2CCOCC2)c1
  1680, 1503
O=C(CCN1C(=O)S/C(=C\c2cccs2)C1=O)NC1=NCCS1
  1788, 1738
Cc1cccc(CCNC(=O)C2CCCN(S(=O)(=O)c3cccc4nsnc34)C2)c1 (stereo not drawn)
  1890, 1456
O=c1[nH]ncn1-c1ccc(Br)cc1
  1913, 1524
CC(C)c1onc(C(=O)NCc2cccs2)c1[N+](=O)[O-]
  1631, 1448
C=CCNC(=S)Nc1cccc(N)c1
  1885, 1561
COc1ccc(C(=O)Nc2ccc(NC(=O)c3cccs3)c(OC)c2)cc1Cl
  1928, 1647
Cc1ccc(C(=O)O)cc1NC(=S)NC(=O)c1ccc(-c2ccccc2)cc1
  1848, 1694
NC(=O)c1cnn(C2CCS(=O)(=O)C2)c1 (stereo not drawn)
  1549, 1464
Nc1n[nH]c(C2CCCCC2)n1
  1955, 1541
O=C(CCNC(=O)c1ccccc1Cl)Nc1nc(-c2ccccc2Cl)cs1
  1774, 1803
O=[N+]([O-])c1cc(/C=N/n2c(-c3cccnc3)n[nH]c2=S)ccc1Cl
  1541, 1303
Cc1csc(SCc2nc3scc(-c4ccccc4)c3c(=O)[nH]2)n1
  2007, 1450
COc1ccc(C(=O)NNC2=NC(C)(C)Cc3ccccc32)cc1
  1753, 1502
Cn1nccc1C(=O)Nc1ccc2c(c1)OCCO2
  1851, 1518
O=C(Nc1n[nH]c(C(F)(F)F)n1)C1CC1
  1739, 1544
O=C(CC(=O)c1ccccc1)Nc1cc(C(F)(F)F)ccc1Cl
  1749, 1684
Nc1cc(=O)[nH]n1C1CCCC1
  1922, 1690
CC(C)CC(C(=O)OCC(=O)c1c(N)n(C)c(=O)n(C)c1=O)N1C(=O)c2ccccc2C1=O (stereo not drawn)
  1785, 1634
CCN(CC)C1CCN(C(=O)c2cc(COc3ccc(F)cc3Cl)on2)C1 (stereo not drawn)
  1804, 1616
Cc1cccc(-n2cnc3cc(C(=O)N4CCc5ccccc54)ccc32)c1
  2000, 1492
O=C(Cc1cccs1)N1CCN=C1SCc1ccc(F)cc1
  1821, 1648
CCOc1ccc(N=Nc2c(=O)[nH]n3c(=O)c4c([nH]c23)CCCC4)cc1
  1909, 1720
Cc1ccc(-n2c(C)nnc2SCC(=O)N2CCc3ccccc3C2)cc1
  1781, 1564

# (list continues)
# Values in the order – SRC1 TRFRET art, SRC3 TRFRET art
CCn1ncc([N+](=O)[O-])c1C(=O)Nc1c(C)nn(Cc2ccc(F)cc2)c1C
  1782, 1447
CCNNC(=O)C(O)(c1cccc(C)c1)c1cccc(C)c1
  1766, 1606
CC(C)CC(=O)NC(=S)Nc1nc(-c2ccccc2)cs1
  1846, 1506
C/C(=N\N=C1/NC(=O)C(C)S1)c1ccc([N+](=O)[O-])cc1 (stereo not drawn)
  1824, 1639

# Screening data: PubChem BioAssay, The Scripps Research Institute Molecular Screening Center
